High-throughput results: PubChem, National Center for Advancing Translational Sciences (NCATS)
TbPYK inhibitor: qHTS of Trypanosoma Brucei Inhibitors. pyruvate kinase (Trypanosoma brucei), Q57TT1. TbPYK enzyme, Kinase-Glo Plus ATP luminescence, 45 min. Potency, µM (series often up to 76.8 µM), inactives show top-dose activity, negative = inhibition, usual class: inhibitors. 410,000 compounds, 0.12% hits. AID 624173, 2012; further: potency means the concentration at half of the fitted maximal effect; on the % scale 0 is the no-effect control and ±100 the full control effect; nearly all actives have a fitted effect of over 50% in size
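Luminescence from Kinase-Glo Plus, added after a 45-minute room-temperature reaction, served as the end-point read-out. The enzyme and substrate were preincubated with compound before ADP (130 uM final) initiated turnover. Concentration-effect curves came from normalized qHTS data.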
LmPK inh: qHTS Assay for Inhibitors of Leishmania Mexicana Pyruvate Kinase (LmPK) | Q27686 | Potency, µM (top dose mostly 57.5 µM), for the others: top-dose activity change, negative = inhibition, hits mostly inhibitors | purified LmPK, Kinase-Glo ATP luminescence, 1 h | 290,000 compounds, 0.37% hits; further: potency means the concentration at half of the fitted maximal effect; on the % scale 0 is the no-effect control and ±100 the full control effect
Target sequence (Q27686 whole entry, looked up): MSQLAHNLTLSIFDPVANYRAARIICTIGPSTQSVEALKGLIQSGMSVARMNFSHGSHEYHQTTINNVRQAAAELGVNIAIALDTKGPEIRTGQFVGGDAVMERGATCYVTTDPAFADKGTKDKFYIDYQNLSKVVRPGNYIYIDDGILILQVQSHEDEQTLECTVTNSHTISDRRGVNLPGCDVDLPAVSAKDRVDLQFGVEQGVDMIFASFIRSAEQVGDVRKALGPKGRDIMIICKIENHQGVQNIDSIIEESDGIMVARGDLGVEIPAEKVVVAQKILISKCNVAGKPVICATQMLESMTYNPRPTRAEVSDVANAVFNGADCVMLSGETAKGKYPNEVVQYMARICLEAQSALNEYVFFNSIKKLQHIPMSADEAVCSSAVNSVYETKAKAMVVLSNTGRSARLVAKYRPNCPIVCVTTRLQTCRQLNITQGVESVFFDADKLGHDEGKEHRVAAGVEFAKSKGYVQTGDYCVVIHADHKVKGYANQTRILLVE
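Kinase-Glo luminescence read after 1 h RT reaction of 0.1 nM LmPK with 0.5 mM PEP and 0.1 mM ADP. Activity scaled between uninhibited and enzyme-free controls.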
Shiga inhibitor: A qHTS for Small Molecule Inhibitors of Shiga Toxin; Vero cells, Shiga toxin protein synthesis inhibition reporter; inhibition, % at 38.7 µM; 290,000 compounds, 9.2% hits; AID 2315, 2010; in the data active means inhibition mostly above about 28%, no sharp cut-off; inactive means mostly below about 43%; further: 0% is about no effect
Pf growth 96h: Primary qHTS for delayed death inhibitors of the malarial parasite plastid, 96 hour incubation; P. falciparum luciferase reporter growth, 96 h; Potency, µM (highest dose often 28.7 µM), for inactives: top-dose activity change, negative = inhibition, most hits filed as inhibitors; 320,000 compounds, 6.9% hits; further: potency means the concentration at half of the fitted maximal effect; on the % scale 0 is the no-effect control and ±100 the full control effect
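P. falciparum expressing integrated firefly luciferase, in erythrocytes at 2% hematocrit, 0.05% parasitemia, incubated with compounds 96 h at 37 C, 5% CO2. Growth inhibition read as loss of luminescence; two-generation exposure targets delayed-death apicoplast inhibitors.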
Pf growth 48h: Primary qHTS for delayed death inhibitors of the malarial parasite plastid, 48 hour incubation. P. falciparum luciferase growth in erythrocytes, 48 h. Potency, µM (top dose mostly 28.7 µM), inactives show at the highest dose activity change, negative = inhibition, most hits filed as inhibitors. 310,000 compounds, 5.9% hits. AID 504832, 2011; further: potency means the concentration at half of the fitted maximal effect; on the % scale 0 is the no-effect control and ±100 the full control effect
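Luminescence readout; reporter = integrated firefly luciferase in P. falciparum. RBC culture at 2% hematocrit, 0.1% parasitemia final, 37 C/5% CO2; decreased signal taken as growth inhibition.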
AmpC inh no detg: qHTS Inhibitors of AmpC Beta-Lactamase (assay without detergent). AmpC nitrocefin hydrolysis, absorbance 480 nm, 0.0001% Triton. Potency, µM (titrated, usually from 57.1 µM), inactives show at the top dose activity change, negative = inhibition, hits mostly inhibitors. 330,000 compounds, 0.52% hits;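 further: potency means the concentration at half of the fitted maximal effect; plate controls were no compound for no effect and no enzyme for full effect; nearly all actives have a fitted effect of over 20% in size; some results filed as inactive show a strong effect at the top dose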
Target sequence (P00811 whole entry, looked up): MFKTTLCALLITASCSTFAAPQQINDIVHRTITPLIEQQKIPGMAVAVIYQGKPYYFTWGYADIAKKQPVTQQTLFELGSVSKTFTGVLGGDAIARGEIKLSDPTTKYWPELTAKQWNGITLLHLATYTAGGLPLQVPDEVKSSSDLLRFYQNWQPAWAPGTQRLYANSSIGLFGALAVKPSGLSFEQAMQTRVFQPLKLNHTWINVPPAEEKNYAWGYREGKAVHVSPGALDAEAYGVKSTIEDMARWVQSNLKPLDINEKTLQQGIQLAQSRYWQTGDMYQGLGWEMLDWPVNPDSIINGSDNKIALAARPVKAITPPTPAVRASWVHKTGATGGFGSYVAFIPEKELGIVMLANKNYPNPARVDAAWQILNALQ
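AmpC (5.3 nM in the dispensed reagent) in 20 mM phosphate pH 7.0 with 0.01% (detergent screen) or 0.0001% Triton X-100 was preincubated with compounds for 15 min at room temperature. Nitrocefin was then added from an 800 uM solution, and hydrolysis was followed at 480 nm.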
Cycloheximide cs: Cycloheximide Counterscreen for Small Molecule Inhibitors of Shiga Toxin; cell reporter, cycloheximide protein synthesis inhibition counterscreen; max response, %; 300,000 compounds, 12% hits; in the data active means max response mostly above about 13%, no sharp cut-off; inactive means mostly below about 14%; further: read at 38.3 µM for the half of the compounds with a filed dose; 0% is about no effect
An asterisk follows results filed as active; ? = inconclusive; · = not tested or not shown; & = joins results of further samples; [ ] = remark or other dose. Unless noted, the call rests on the fitted dose curve; in most records, active means well fitted curve in the direction sought with a large enough effect; inconclusive means small, poorly fitted or top-dose-only effect, or another doubt; inactive means no such curve, though single readings can be large; an effect the other way counts as inactive or inconclusive.

SMILES	TbPYK inhibitor	LmPK inh	Shiga inhibitor	Pf growth 96h	Pf growth 48h	AmpC inh no detg	Cycloheximide cs
CN(C)c1ccc(/C=C(/C(=O)c2ccc(Cl)cc2Cl)n2cncn2)cc1	-12%	3%	-2	24%	?	112%[activator]	1
COC(=O)/C(=C\c1c(OC)cc(OC)cc1OC)C(=O)c1ccc2c(c1)OCO2	-4%	·	-1	·	·	·	-5
COc1ccc(N(C(=O)CNC(=O)c2ccco2)C(C(=O)NCC2CCCO2)c2ccccc2)c(OC)c1 (stereo not drawn)	3%	0%	-8	1%	-9%	8%	-5
CCOC(=O)c1cc(C(C)C)sc1NC(=O)COC(=O)c1nccnc1N	-5%	·	·	62%[activator]	20%	-13%	·
CCc1cc2cccc(C)c2nc1SCC(=O)c1ccc(NC(C)=O)cc1	-9%	6%	1	?	?	?	-4
COc1ccc(NC(=O)CS(=O)CC(=O)N2CCN(C3CCCC3)CC2)cc1 (stereo not drawn)	-1%	-1%	-6	20%	1%	-1%	-3
Cn1c(SCC2CCCO2)nnc1-c1ccncc1 (stereo not drawn)	-1%	-3%	14	-3%	15%	-10%	-3
CCN1CCC(NC(=O)Nc2ccccc2C(=O)OC)CC1	0%	0%	15	?	-2%	-14%	-2
Cc1cc(C)n(-c2ncc(C#N)cn2)n1	7%	0%	-5	36%[activator]	15%	-6%	2
O=C(N1CCOCCOc2ccccc2OCCOCC1)C(F)(F)F	4%	0%	·	72%[activator]	?	-2%	0
Cc1ccc(S(=O)(=O)N2CCCC(CCC(=O)NCc3ccccc3F)C2)s1 (stereo not drawn)	-9%	0%	11	?	-14%	-21%	2
O=C(c1ccccc1C(=O)N1CCN(c2ccccc2)CC1)N1CCN(c2ccccc2)CC1	0%	4%	-2	17%	?	107%[activator]	1
CS(=O)(=O)c1ccc(C(=O)NCc2ccc(F)cc2)cc1	2%	1%	-13	15%	-14%	-11%	-2
COc1ccc(-c2nnc(SCC(=O)NC(C)c3ccccc3)o2)cc1OC (stereo not drawn)	1%	3%	-7	·	-19%	30%	-3
O=C(Nc1cccc(C(F)(F)F)c1)c1ccccc1NC(=O)C1CCCCC1	3%	2%	-12	0%	?	-37%	-3
CCCNC(=O)NC(=O)CSc1nc(C)cs1	-3%	1%	9	29%	0%	-16%	5
Cc1cc(OCCN2CCOCC2)ccc1Cl	4%	-5%	138*	?	91%[activator]	-5%	32*
O=C1CSC(c2cccnc2)N1c1ccc(Cl)cc1 (stereo not drawn)	0%	4%	-10	?	3%	-12%	7
COc1ccc(CN2CCNC(=O)C2CC(=O)NC2CCCCCCC2)cc1OC (stereo not drawn)	-5%	6%	-3	-8%	12µM*	45%	-1
COc1ccc2cc(/C=N/O)c(Cl)nc2c1	-1%	-2%	24	51%[activator]	?	-4%	22

Already shown: entries from further up.
SMILES	TbPYK inhibitor	LmPK inh	Shiga inhibitor	Pf growth 96h	Pf growth 48h	AmpC inh no detg	Cycloheximide cs
COC(=O)/C(=C\c1c(OC)cc(OC)cc1OC)C(=O)c1ccc2c(c1)OCO2	-4%	·	-1	·	·	·	-5
COc1ccc(N(C(=O)CNC(=O)c2ccco2)C(C(=O)NCC2CCCO2)c2ccccc2)c(OC)c1 (stereo not drawn)	3%	0%	-8	1%	-9%	8%	-5
CCOC(=O)c1cc(C(C)C)sc1NC(=O)COC(=O)c1nccnc1N	-5%	·	·	62%[activator]	20%	-13%	·

Next structures
SMILES	TbPYK inhibitor	LmPK inh	Shiga inhibitor	Pf growth 96h	Pf growth 48h	AmpC inh no detg	Cycloheximide cs
COc1ccccc1NS(=O)(=O)c1ccc(Cl)c(NC(=O)c2sc3cc(Cl)ccc3c2Cl)c1	-1%	0%	-7	-7%	-29%	-18%	-3
CCCn1c(SCC(=O)Nc2c(C)cccc2CC)nnc1C(C)C	1%	5%	-5	·	2%	-18%	-6
CCN(CC)c1ccc(NS(=O)(=O)c2ccc(OC)cc2)cc1	-8%	1%	-5	-33%	4%	-36%	-2
O=C(Nc1ccc(Cl)c(Cl)c1)Nc1nccs1	-2%	-8%	69*	-100%	?	-46%	34*
O=[N+]([O-])c1cc(Cl)ccc1Oc1ccc(-c2nnco2)cc1	-1%	15%	-7	?	?	2%	7
Cc1ccc(S(=O)(=O)N(C)C)cc1NC(=O)c1c(-c2c(F)cccc2Cl)noc1C	-4%	3%	-2	?	12µM*	30%	1
CCOC(=O)N1CCC(N2CCCC(C(=O)c3cc(C)c(OC)c(C)c3)C2)CC1 (stereo not drawn)	4%	1%	17	-16%	?	66%[activator]	1
Cc1cc(NC(=O)COC(=O)c2ccc([N+](=O)[O-])cc2Cl)no1	3%	·	·	?	-14%	-20%	·
CCOc1cc(C(=O)Nc2ccccc2F)cc(Br)c1OCC	1%	-3%	33	?	?	-27%	4
CCc1nnc(NC(=O)CSc2nc3c(c(=O)n2CC)SC(C)C3)s1 (stereo not drawn)	-9%	-1%	-3	-28%	?	-6%	-1
O=C(N/N=C/c1ccco1)c1cc(-c2ccccc2)nc2ccccc12	-7%	14%	23	?	-6%	?	14
O=C(NCc1ccccn1)C1CCN(C(=O)c2cc3sccc3n2Cc2ccc(F)cc2)CC1	2%	-2%[11.5 µM]	19	?	-28%	208%[activator]	14
COc1ccc2[nH]c(C)c(CN3CCC(C)CC3)c(=O)c2c1	0%	-3%	-8	?	5%	-15%	-3
Cc1ccc(C(=O)OCc2nc3ccsc3c(=O)[nH]2)o1	3%	·	·	11%	?	-22%	·
COc1ccc(Nc2nnc(-c3ccc(C(=O)NCCO)cc3)c3ccccc23)cc1	-3%	2%	-4	123%[activator]	?	-6%	-2
O=C(Nc1ccc2c(c1)CCCN2C(=O)c1cccs1)c1ccccc1	-20%&-2%	3%	36*	-24%	-8%	-49%	36*
O=C(NC(=S)N(Cc1ccccc1)Cc1ccccc1)C1CCCCC1	0%	-3%	-12	?	?	-34%	8
Cc1ccsc1CN1CC(=O)N(c2c(C)cccc2C)C1=S	13%	1%	4	-6%	?	-17%	-8
O=C(Nc1nc2cc3c(cc2s1)OCCO3)c1cccc(N2C(=O)CCC2=O)c1	2%	-2%	36*	98%[activator]	72%[activator]	-9%	21*
Cc1onc(-c2ccccc2Cl)c1C(=O)Nc1ccc(S(=O)(=O)N2CCCC2)cc1	2%	1%	17	?	·	-16%	5

Full records, looked up by structure. Order of screens: TbPYK inhibitor	LmPK inh	Shiga inhibitor	Pf growth 96h	Pf growth 48h	AmpC inh no detg	Cycloheximide cs
CCCn1c(SCC(=O)Nc2c(C)cccc2CC)nnc1C(C)C in the list: 1%	5%	-5	·	2%	-18%	-6
Cc1ccc(C(=O)OCc2nc3ccsc3c(=O)[nH]2)o1 in the list: 3%	·	·	11%	?	-22%	·
O=[N+]([O-])c1cc(Cl)ccc1Oc1ccc(-c2nnco2)cc1 in the list: -1%	15%	-7	?	?	2%	7
O=C(Nc1nc2cc3c(cc2s1)OCCO3)c1cccc(N2C(=O)CCC2=O)c1 in the list: 2%	-2%	36*	98%[activator]	72%[activator]	-9%	21*
O=C(Nc1ccc(Cl)c(Cl)c1)Nc1nccs1 in the list: -2%	-8%	69*	-100%	?	-46%	34*

New compounds follow
SMILES	TbPYK inhibitor	LmPK inh	Shiga inhibitor	Pf growth 96h	Pf growth 48h	AmpC inh no detg	Cycloheximide cs
COC1=C/C(=C/c2c(N)n3nc(-c4ccc(C)cc4)sc3nc2=O)C=CC1=O	9%	-3%	76*	15%	19%	19%	54*
CC(=O)CN1Cc2ccccc2/C1=N\C(=O)Nc1ccccc1	4%	-1%	11	?	20%	-6%	16*
CN(CC(=O)Nc1ccc(OC(F)(F)F)cc1)S(=O)(=O)c1cnc[nH]1	-1%	7%	25	?	23%	-19%	12
Cc1ccc2cccc(N=Cc3c(C)[nH]n(-c4ccccc4)c3=O)c2n1	0%	4%	-1	?	10%	57%	-1
O=C(Nc1ccc(S(=O)(=O)N2CCCCC2)cc1)c1ccccc1F	-3%	5%	-5	?	-16%	-35%	-1
COc1ccc(NC(=O)C2CCCN(S(=O)(=O)c3cccnc3)C2)cc1 (stereo not drawn)	-2%	2%	17	14%	17%	-3%	-2
CC1CC(C)CN(Cc2nc(N)nc(Nc3ccc4ccccc4c3)n2)C1 (stereo not drawn)	3%	0%	4	·	12µM*	-7%	2
COC(=O)c1cc(OC)c(OC)cc1NC(=S)N1CCN(C)CC1	5%	5%	10	41%[activator]	17%	-15%	-3
O=C(CSc1cccc[n+]1[O-])Nc1cccc(Oc2ccccc2)c1	-2%	0%	28	28%	10%	56%	21*
COc1ccc(CCNS(=O)(=O)c2ccc(F)cc2)cc1OC	-5%	6%	-10	4%	-14%	-30%	-6
Cc1ccc(NC(=O)NCCCN2CCCC2=O)cc1Cl	-5%	-6%	74*	13%	37%[activator]	1%	31*
CC1(c2ccccc2)ON(c2ccccc2C(F)(F)F)C1=O (stereo not drawn)	·	·	·	?	4.1µM*	-1%	·
CCOC(=O)CCCn1nc(C)n2c(cc3sccc32)c1=O	-3%	0%	-2	·	-12%	-11%	1
Cc1ccc(S(=O)(=O)NC(Cc2ccccc2)C(=O)O)cc1 (stereo not drawn)	-3%	2%	12	14%	0%	-22%	-5
COc1ccc(OC)c(CNC(=O)CCn2c(=O)c3cccn3c3ccc(F)cc32)c1	-22%&-5%	2%	9	6%	19%	-14%	-5
COc1ccccc1-n1c(Cc2cccs2)n[nH]c1=S	?	-20%	34	8%	4%[5.75 µM]	-12%	9
COC(=O)NNC(=O)Cc1cccc2ccccc12	-5%	1%	-6	16%	-3%	1%	-1
O=C(NCCc1ccccc1Cl)c1ccc2nc3ccccc3c(=O)n2c1	-7%	1%	2	?	-28%	-16%	2
CC(C)(C)OC(=O)N[C@H](/C=C/c1ccccc1)C(=O)OC(C)(C)C	-1%	·	·	?	?	-8%	·
CC1CCCN(C(=O)C2CCN(S(=O)(=O)c3cccc4nonc34)CC2)C1 (stereo not drawn)	8%	3%	13	5%	6%	23%	-2
COc1cc(C(=O)N=C2SC3CS(=O)(=O)CC3N2c2ccccc2)cc(OC)c1OC (stereo not drawn)	-1%	1%	-5	34%[activator]	18%	-1%	-2
Cc1ccc(CSc2nc(N)cc(=O)[nH]2)cc1	-1%	4%	-2	26%	·	-16%	-1
Cc1ccc(Cl)cc1-c1ccc(/C=N/n2cnnc2)o1	-5%	0%	-11	?	23%	26%	-2
CC(C)Cc1nc(NCCN2CCOCC2)c(C#N)c2c1COC(C)(C)C2	2%	8%	3	·	12µM*	101%[activator]	-3
COc1ccccc1CNCc1cccc(Oc2ccccc2)c1	2%	-3%	12	?	20%	1%	7
CCN(CC)C(=O)CSC1=C(C#N)C(c2ccco2)C(C(=O)OCCOC)=C(C)N1 (stereo not drawn)	-6%&-15%	4%	2	?	?	68%[activator]	3
